FUS yeast rescue: qHTS for Suppressors of FUS Proteinopathy: Primary screen using FUS-linked yeast assay. S. cerevisiae FUS-expressing, growth rescue, OD600, 24 h. Potency, µM (titrated, usually from 76.6 µM), for the others: top-dose growth rescue (activation), hits mostly activators. actives 0.24% (n = 390,000). AID 1347120, 2019;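 further: plate controls were DMSO vehicle for no effect and reference control for full effect; nearly all actives have a fitted effect of over 55% in size; some results filed as inactive show a strong effect at the top dose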
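Yeast expressing FUS under galactose induction, OD 0.005 in 2% galactose medium; compounds in a dilution series, 24 h at 30C. Growth rescue by absorbance at 600 nm; CP55940 positive control, DMSO negative.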
aSyn rescue: qHTS of alpha-syn Inhibitors. Yeast expressing alpha-synuclein, growth rescue, BacTiter-Glo, 24 h. Potency, µM (top dose mostly 46.1 µM), for inactives: at the highest dose growth rescue (activation), usual class: activators. actives 0.14% (n = 370,000). AID 652106, 2013; further: % of control where 0% means no effect; nearly all actives have a fitted effect of over 65% in size
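Galactose-induced alpha-syn yeast (OD600=0.02, raffinose-pregrown) + pinned cpd, 24 hr, 30 deg C; growth by BacTiter-Glo luminescence. Growth restoration scores as activation.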
EPAC2 antagonist: qHTS for Antagonist of cAMP-regulated guanine nucleotide exchange factor 2 (EPAC2): primary screen | Rap guanine nucleotide exchange factor 4 (Homo sapiens), Q8WZA2 | EPAC2 GEF exchange of Rap1B-BODIPY-GDP, fluorescence | Potency, µM (doses to about 114 µM), inactives show at the top dose activity, negative = inhibition, usual class: inhibitors | actives 0.18% (n = 360,000) | AID 720708, 2013; further: on the % scale 0 is the no-effect control and ±100 the full control effect; nearly all actives have a fitted effect of over 45% in size; many of its hits are not listed in these tables
EPAC1 antag: qHTS for Antagonist of cAMP-regulated guanine nucleotide exchange factor 3 (EPAC1): primary screen. EPAC1 GEF assay, Rap1b-BODIPY-GDP exchange fluorescence. actives 0.14% (n = 360,000). AID 720709, 2013. Potency, µM (highest dose often 115 µM), inactives show at the top dose activity change, negative = inhibition, hits mostly inhibitors. Rap guanine nucleotide exchange factor 3 (Homo sapiens), O95398;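 further: plate controls were vehicle for no effect and positive control for full effect; nearly all actives have a fitted effect of over 50% in size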
EPAC2 agonist: qHTS for Agonist of cAMP-regulated guanine nucleotide exchange factor 4 (EPAC2): primary screen. EPAC2 activation, biochemical qHTS; response scale: 100% = 6.5 mM cAMP response. AID 720711, 2013. Potency, µM (doses to about 154 µM), for the others: at the top dose activation, actives largely listed as activators. actives 0.079% (n = 360,000); further: nearly all actives have a fitted effect of over 50% in size
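In this primary screen, activation is scored as increased exchange of BODIPY-GDP from Rap1B by 100 nM EPAC2, with 50 uM GDP as competitor. Signal is normalized to the 6.5 mM cAMP agonist control.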
TDP43 rescue: qHTS of TDP-43 Inhibitors; TDP-43 expressing yeast growth rescue, BacTiter-Glo, 24 h; Potency, µM (doses to about 46.1 µM), for the others: top-dose growth rescue (activation), usual class: activators; actives 1.8% (n = 410,000); AID 652104, 2013; further: % of control where 0% means no effect; nearly all actives have a fitted effect of over 50% in size
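In this qHTS, compounds that restore growth of yeast expressing TDP-43 appear as activators. Cells (OD600=0.02, galactose medium, raffinose-pregrown) are incubated with compound 24 hr at 30 deg C and growth is quantified by BacTiter-Glo.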
EPAC1 agonist: qHTS for Agonist of cAMP-regulated guanine nucleotide exchange factor 3 (EPAC1): primary screen; AID 720707, 2013; actives 0.073% (n = 360,000); EPAC1 agonist qHTS, biochemical assay; response scale: 100% = response to 6.5 mM cAMP; Rap guanine nucleotide exchange factor 3 (Homo sapiens), O95398; Potency, µM (doses to about 154 µM), for inactives: top-dose activation, most hits filed as activators; further: nearly all actives have a fitted effect of over 60% in size
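Read-out is the fluorescence drop as BODIPY-GDP leaves Rap1B (480 nm excitation, 540 nm emission), recorded every 5 minutes over 30 minutes. Reactions held 100 nM EPAC1, 250 nM Rap1B–BODIPY-GDP and 50 uM GDP, with 6.5 mM cAMP setting full activation.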
PTHR1 agonist: qHTS for PTHR1 Agonists: Primary Screen; Parathyroid hormone/parathyroid hormone-related peptide receptor (Homo sapiens), Q03431; HEK293 GP2 PTHR1 cells, GloSensor cAMP luminescence, 1 h; Potency, µM (highest dose often 115 µM), inactives show at the top dose activation, most hits filed as activators; actives 0.075% (n = 410,000); AID 743266, 2014; further: nearly all actives have a fitted effect of over 55% in size; some results filed as inactive show a strong effect at the top dose; inactives centre near -15; many of its hits are not listed in these tables
Target sequence (Q03431 whole entry, looked up): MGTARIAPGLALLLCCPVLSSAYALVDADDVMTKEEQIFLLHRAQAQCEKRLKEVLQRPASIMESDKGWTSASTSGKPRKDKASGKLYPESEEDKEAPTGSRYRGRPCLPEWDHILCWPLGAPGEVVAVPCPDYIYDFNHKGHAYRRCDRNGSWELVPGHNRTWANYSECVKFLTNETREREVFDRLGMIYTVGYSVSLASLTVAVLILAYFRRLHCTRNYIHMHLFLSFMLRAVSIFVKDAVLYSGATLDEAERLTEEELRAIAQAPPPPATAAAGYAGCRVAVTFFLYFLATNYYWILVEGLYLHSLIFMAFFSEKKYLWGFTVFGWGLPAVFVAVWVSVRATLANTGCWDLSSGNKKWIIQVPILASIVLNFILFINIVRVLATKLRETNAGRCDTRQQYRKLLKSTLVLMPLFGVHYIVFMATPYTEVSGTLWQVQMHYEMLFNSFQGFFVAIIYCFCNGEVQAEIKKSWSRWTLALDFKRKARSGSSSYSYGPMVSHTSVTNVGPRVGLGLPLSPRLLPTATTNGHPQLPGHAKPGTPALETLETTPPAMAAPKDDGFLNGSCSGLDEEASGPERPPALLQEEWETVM
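HEK-293-derived GP2 cells expressing PTHR1 and a GloSensor cAMP reporter, 3,000/well, plated overnight, given luciferin plus IBMX (each 0.5 mM as added) for 1 h at 37 °C, then compound for 1 h at 37 °C. Luminescence was read after 15 min at room temperature.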
* hit, by the source's call; i = inactive; ? = inconclusive; . = no result given; [ ] = dose if it differs, or a comment. The call rests on the fitted dose curve; in most records, active means well fitted curve in the direction sought with a large enough effect; inconclusive means small, poorly fitted or top-dose-only effect, or another doubt; inactive means no such curve, though single readings can be large; an effect the other way counts as inactive or inconclusive. Potency means the concentration at half of the fitted maximal effect. Only part of the results is shown; the hit share may differ from the screen's.

mol,TDP43 rescue,PTHR1 agonist,EPAC2 agonist,aSyn rescue,EPAC2 antagonist,EPAC1 antag,EPAC1 agonist,FUS yeast rescue
COc1ccc(/C=C/C(=O)OC(C)CN2CCOCC2)cc1 (centres undefined),-2%,13%[57.5 µM],8%,-8%,-2%[57.1 µM],-2%,-1%,-5%
Cc1c(C)c2c(OCC(=O)NCC(=O)NCC(=O)O)cc3c(c2oc1=O)CCC(C)(C)O3,-23%,i,6%,-1%,-7%,-1%,9%,18%
COc1cccc(CSc2nc3nc(C)cc(C)n3n2)c1,?,-1%,14%,1%,-1%,-4%,9%,12%
CC1(C)CC(=O)C(C2C3=C(CC(C)(C)CC3=O)Oc3ccc4ccccc4c32)C(=O)C1 (centres undefined),4%,-52%[inhibitor],12%,-3%,0%,-1%,2%,10%
CN(c1cccc(NC(=O)CSc2ccc(Cl)cc2)c1)S(C)(=O)=O,-23%,-46%[inhibitor],15%,10%,0%,-16%,5%,14%
Cc1ccc(C)c(N(C(=O)c2ccco2)C(C(=O)NC2CCCC2)c2ccco2)c1 (centres undefined),17%,i,-1%,0%,-5%,-13%,7%,0%
COc1ccc(-c2nnc(SCC(=O)N3CCCC3=O)n2N)cc1OC,1%,i,-1%,2%,6%,-4%,-2%,-1%
Cc1nc2ccccc2c2oc(C(=O)Nc3ccc4c(c3)OCCO4)cc12,3%,i,26%,-5%,-5%,?,7%,-22%
COc1ccc2cc(/C(C)=N/NC(=O)C3CC3)ccc2c1,26%,i,-3%,4%,7%,6%,-7%,-16%
CN(CC(=O)Nc1ccccc1Cl)C(=O)CSc1nnc(N)s1,-19%,i,-1%,3%,8%,-11%,7%,-2%
CC(=O)Nc1ccc(N2CCCC2)cc1,-22%,-12%[57.5 µM],6%,-19%,-5%,5%,-6%,?
CCC(C)C(=O)Nc1nc(C)c(-c2csc(Nc3ccc(Cl)cc3)n2)s1 (centres undefined),28%,-21%,4%,4%,-2%,11%,-15%,?
Cc1nc2c(sc3nc(N4CCOCC4)c4c(c32)CC(C)(C)OC4)c(-c2ccc(Cl)cc2)c1C(=O)O,28%,i,16%,6%,-6%,-7%,22%,?
Cc1ccnc(NC(=O)C(C)n2cc([N+](=O)[O-])cn2)c1 (centres undefined),13%,-21%,-3%,0%,-3%,-4%,3%,6%
O=C1CC(N2CCN(c3ccc(C(=O)c4ccc(F)cc4)cc3)CC2)C(=O)N1 (centres undefined),24%,-14%,-8%,5%,-2%,3%,13%,0%
O=C(Nc1cccc(S(=O)(=O)N2CCOCC2)c1)c1cnccn1,12%,-63%[inhibitor],2%,-2%,1%,-9%,-6%,-38%
CCC(Oc1ccccc1C)C(=O)N1CCCN(C)CC1 (centres undefined),13%,i,5%,-1%,2%,0%,8%,23%
CCN(CC)CCN(C)C(=O)c1ccc(OC2CCN(C(=O)C3CC3)CC2)cc1,-10%,i,9%,0%,0%,-12%,5%,3%
Cc1ccc(-c2noc(CSc3nnc(-c4ccncc4)n3-c3ccc(F)cc3)n2)cc1,-6%,-4%[57.5 µM],9%,4%,-4%,1%,6%,41%
CCOc1ccc(C(O)(c2ccccc2)C(CN2CCCC2)c2ccccc2)cc1 (centres undefined),9%,i,-1%,-7%,2%,-22%,15%,13%
Cc1nc2cc(C(F)(F)F)ccc2n1CCNc1nc(-c2ccc([N+](=O)[O-])c(Cl)c2)cs1,?,-42%,-3%,13%,-12%,-5%,-13%,23%
COc1ccc(N(CC(=O)NCCSCc2cccc(Cl)c2)S(C)(=O)=O)cc1Cl,2%,-30%,15%,0%,-3%,-27%,13%,36%
CCOC(=O)c1nn(-c2ccc(C)c(Cl)c2)c(=O)c(C#N)c1C,3%,i,7%,-1%,-16%,1%,7%,-13%
c1ccc(CN2CCN(c3nc4ccccc4s3)CC2)cc1,5%,-18%,-3%,-2%,5%,0%,13%,2%
C/C(CC(O)(/C=N/O)c1ccccc1)=N\O (centres undefined),4%,-2%[57.5 µM],1%,-1%,2%,-2%,-6%,2%
COc1ccc(CCNC(=O)CCc2ccsc2)cc1OC,15%,i,10%,1%,-4%,2%,3%,-15%
O=S1(=O)CC(O)C(Nc2ccccc2)C1 (centres undefined),17%,i,-1%,1%,-5%,-1%,-1%,?
CC1(C)CC2(CCCN3C(=O)CSC32)CCS1 (centres undefined),15%,23%[57.5 µM],6%,-10%,2%,26%,4%,-10%
COc1ccc(C(=O)COC(=O)CCN=C2NS(=O)(=O)c3ccccc32)c(OC)c1,7%,-25%,-1%,0%,11%,13%,4%,-4%
COCCOc1cc(-n2cccc2)c(Cl)cc1Cl,21%,-11%,19%,2%,-25%,6%,13%,8%
Cc1cc(C)nc(NS(=O)(=O)c2ccc(NC(=O)C(C)Oc3ccccc3F)cc2)n1 (centres undefined),-21%,i,1%,-2%,8%,8%,-7%,19%
COc1cc(/C=C/c2ccc(O)cc2)cc(OC)c1,28µM*,i,18%,-19%,-22%,-9%,1%,18%
COc1ccc(CNc2ccc(C)c(C)c2)c(OC)c1OC,9%,-40%[inhibitor],14%,-1%,-26%,-10%,15%,4%
COC(=O)C1NN=C(C(=O)c2ccccc2)C1c1ccccc1 (centres undefined),13%,i,4%,2%,-9%,-2%,7%,.
CCNC(=S)NNC(=O)c1cccn(Cc2ccc(Cl)cc2)c1=O,-23%,-46%[inhibitor],8%,-1%,18%,-11%,0%,.
Cc1ccc(S(=O)(=O)Nc2ccc3nc(-c4cccn4C)[nH]c3c2)cc1,0%,i,3%,12%,-2%,-11%,1%,27%
O=C(NCCc1ccccc1)c1ccccc1F,0%,-28%,6%,-6%,-1%,4%,0%,7%
CCOC(=O)c1c(S(=O)(=O)NCc2ccc(OC)cc2)c(C)n(C)c1C,-11%,i,7%,6%,-2%,-13%,2%,1%
Cc1cc(NC(=O)c2ccccc2-c2ccccc2C(=O)O)no1,5%,i,5%,6%,7%,-24%,-2%,13%
COc1ccc(OC)c(C2C3=C(CCCC3=O)Nc3nnnn32)c1 (centres undefined),-4%,-17%,5%,3%,10%,4%,-8%,-3%
CSc1ccccc1NC(=O)c1cc(C)on1,1%,-3%,7%,-3%,0%,-4%,15%,-7%
COC(=O)c1ccccc1NC(=O)c1sc(=S)n(C)c1N,20%,-25%[57.5 µM],-1%,-12%,-29%,-2%,5%,-5%
C/C(=N/NC(=O)c1ccco1)c1ccc(Br)s1,6%,i,2%,-6%,-2%,23%,4%,0%
CC(NC(=S)Nc1ccc(S(=O)(=O)N2CCOCC2)cc1)C1CC2CCC1C2 (centres undefined),-3%,i,-6%,-1%,-9%,-30%,?,?
CCCCC(=O)N(C)c1c(CC)nc2c(OCCOc3ccccc3)cccn12,3%,-61%[inhibitor],7%,9%,-6%,-15%,-1%,14%
CC(=O)Nc1ccc(-c2nc3cc(Cl)ccc3o2)cc1,28%,-48%[inhibitor],2%,-4%,-4%,6%,0%,-3%
CS(=O)(=O)N(CC(=O)N1CCC(C(N)=O)CC1)C1CCCCC1,22%,-10%[57.5 µM],5%,0%,4%,19%,-3%,0%
COc1cc(OC)cc(-c2c(C#Cc3ccsc3)c3cc(-c4cnc(OC)nc4)ccc3n2C)c1,8%,-2%,-2%,6%,3%,2%,0%,8%
Cc1ccc(SCc2[nH]nc3c2C(c2ccc(C)o2)C(C#N)=C(N)O3)cc1 (centres undefined),-16%,i,-19%,-7%,10%,1%,13%,20%
Cc1cc(C)c(C)c(S(=O)(=O)N2CCN(c3ccc(O)cc3)CC2)c1C,?,i,6%,16µM*,-7%,-16%,4%,49%
CS(=O)(=O)N1CCN(c2ccc([N+](=O)[O-])cc2C(F)(F)F)CC1,-4%,0%,-11%,2%,4%,-1%,-3%,7%
CCN(CC)CC(O)Cn1c(C)c(-c2ccccc2)c2cc([N+](=O)[O-])ccc21 (centres undefined),-2%,i,0%,1%,-7%,-8%,3%,8%
O=C(c1ccc(Oc2ccc(C(F)(F)F)cc2[N+](=O)[O-])cc1)N1CCOCC1,-26%,-34%,-1%,1%,17%,4%,-6%,.
C[C@@H]1O[C@H](C2CCCCC2)Cc2[nH][nH]c(=O)c21,15%,-7%,9%,-8%,1%,-13%,-2%,15%
O=C(Nc1ccc(N2CCN(Cc3ccccc3)CC2)cc1)c1ccco1,16%,-35%,-3%,0%,-2%,0%,6%,.
Cc1cc(NC(=O)C2(c3ccccc3)CCCC2)no1,6%,i,3%,0%,13%,12%,-5%,0%

Ordered by value in aSyn rescue (falling): some entries from above.
Structure | aSyn rescue
Cc1cc(NC(=O)c2ccccc2-c2ccccc2C(=O)O)no1 | 6%
Cc1cc(NC(=O)C2(c3ccccc3)CCCC2)no1 | 0%
CCNC(=S)NNC(=O)c1cccn(Cc2ccc(Cl)cc2)c1=O | -1%
Cc1ccc(SCc2[nH]nc3c2C(c2ccc(C)o2)C(C#N)=C(N)O3)cc1 (centres undefined) | -7%
COC(=O)c1ccccc1NC(=O)c1sc(=S)n(C)c1N | -12%

Two of these compounds, reformatted.
Each structure is followed by: TDP43 rescue	PTHR1 agonist	EPAC2 agonist	aSyn rescue	EPAC2 antagonist	EPAC1 antag	EPAC1 agonist	FUS yeast rescue
- COc1ccc(CNc2ccc(C)c(C)c2)c(OC)c1OC
    9%	-40%[inhibitor]	14%	-1%	-26%	-10%	15%	4%
- COC(=O)C1NN=C(C(=O)c2ccccc2)C1c1ccccc1 (centres undefined)
    13%	i	4%	2%	-9%	-2%	7%	.
